IMPase Li cell = qHTS Assay for Identifying the Cell-Membrane Permeable IMPase Inhibitors: Potentiation with Lithium; CHO-M1 cells, IP1 TR-FRET (IP-One), carbachol + lithium; Potency, µM (doses to about 59.4 µM), for the others: at the top dose activity, negative = IMPase inhibition, hits mostly inhibitors; actives 0.35% (n = 210,000); AID 1457, 2008;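 also: IP1 builds up when IMPase is blocked and the TR-FRET signal falls; potency is read from the fitted curve at half-maximal effect; plate controls were basal vehicle for no effect and high inhibitor control for full effect; nearly all actives have a fitted effect of over 50% in size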
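Concentration–response in CHO-M1 cells, lithium-potentiated; 30 min at 37C. IP1 detected by competitive TR-FRET after 10 min lysis at RT. Hill-fitted AC50.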
CBFb RUNX1 block = qHTS Assay for Compounds Blocking the Interaction Between CBF-beta and RUNX1 for the Treatment of Acute Myeloid Leukemia | Runt-related transcription factor 1 (Homo sapiens) + Core-binding factor subunit beta … | AlphaScreen CBFb-His/RUNX1-biotin binding, biochemical | Potency, µM (highest dose often 59.8 µM), for the others: at the top dose activity, negative = inhibition, most hits filed as inhibitors | 230,000 tested, under 10 active | AID 1477, 2009; also: % of control where 0% means no effect
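Proteins preincubated together for 20 min at RT before compound addition; 15 min later, nickel and streptavidin beads were added and left 90 min prior to AlphaScreen measurement.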
KinaseGlo FLuc = Counterscreen for Luciferase (Kinase-Glo TM) Inhibition; actives 0.28% (n = 200,000); Potency, µM (doses to about 38.3 µM), without a hit: at the top dose activity change, negative = inhibition, hits mostly inhibitors; AID 1379, 2008; Kinase-Glo luciferase, ATP luminescence, 8 min; Luciferin 4-monooxygenase (Photuris pensylvanica), Q27757; also: potency is read from the fitted curve at half-maximal effect; % is scaled to controls: 0 for no effect and ±100 for the full control effect; nearly all actives have a fitted effect of over 60% in size
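Luminescence was the read-out, taken after 8-minute incubation at ambient temperature. Luciferase turned over luciferin with 10 uM ATP in imidazole pH 7.2 buffer containing KCl, MgCl2, Tween 20 and BSA.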
Epigenetic derep = Quantitative High-Throughput Screen for Regulators of Epigenetic Control. murine LDR cells, GFP reporter derepression, 30 h. Potency, µM (doses to about 53.9 µM), for the others: top-dose GFP activation, most hits filed as activators. actives 0.2% (n = 280,000). AID 1865, 2009; also: potency is read from the fitted curve at half-maximal effect; % of control where 0% means no effect; nearly all actives have a fitted effect of over 60% in size
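Reporter derepression read as number of fluorescent GFP-positive objects, 20-120 um in size, counted by laser-scanning cytometer. Mouse LDR line with an epigenetically silenced CMV-GFP locus; compound incubation 30 h, 37 C.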
NPSR antag = qHTS Assay for Antagonists of the Neuropeptide S Receptor: cAMP Signal Transduction | Potency, µM (highest dose often 38.3 µM), for the others: at the highest dose activity change, negative = inhibition, hits mostly inhibitors | AID 1461, 2008 | actives 1% (n = 220,000) | CHO-NPSR cells, cAMP TR-FRET, antagonist mode; also: potency is read from the fitted curve at half-maximal effect; % is scaled to controls: 0 for no effect and ±100 for the full control effect; nearly all actives have a fitted effect of over 50% in size; many of its hits are not listed in these tables
Target sequence (Q6W5P4 whole entry, looked up): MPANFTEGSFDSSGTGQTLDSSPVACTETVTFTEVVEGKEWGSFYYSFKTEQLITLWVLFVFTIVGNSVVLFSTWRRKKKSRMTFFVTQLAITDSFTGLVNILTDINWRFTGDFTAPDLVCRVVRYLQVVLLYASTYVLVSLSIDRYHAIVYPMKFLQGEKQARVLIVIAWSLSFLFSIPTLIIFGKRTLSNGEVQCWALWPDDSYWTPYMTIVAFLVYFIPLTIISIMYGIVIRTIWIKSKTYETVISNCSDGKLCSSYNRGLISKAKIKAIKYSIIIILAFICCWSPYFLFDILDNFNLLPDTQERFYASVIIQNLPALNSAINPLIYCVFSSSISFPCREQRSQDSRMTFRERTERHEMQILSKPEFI
GLA spleen mod = qHTS Assay for Inhibitors and Activators of Human alpha-Galactosidase From Spleen Homogenate | Alpha-galactosidase A (Homo sapiens), P06280 | actives 0.008% (n = 240,000) | Potency, µM (series often up to 80 µM), inactives show at the top dose activity change, negative = inhibition, usual class: inhibitors | AID 2107, 2009 | human spleen homogenate, 4MU-alpha-Gal fluorescence, 40 min;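 also: potency is read from the fitted curve at half-maximal effect; 0% = enzyme with vehicle and -100% = no enzyme basal signal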
Target sequence (P06280 32-429 limits assumed): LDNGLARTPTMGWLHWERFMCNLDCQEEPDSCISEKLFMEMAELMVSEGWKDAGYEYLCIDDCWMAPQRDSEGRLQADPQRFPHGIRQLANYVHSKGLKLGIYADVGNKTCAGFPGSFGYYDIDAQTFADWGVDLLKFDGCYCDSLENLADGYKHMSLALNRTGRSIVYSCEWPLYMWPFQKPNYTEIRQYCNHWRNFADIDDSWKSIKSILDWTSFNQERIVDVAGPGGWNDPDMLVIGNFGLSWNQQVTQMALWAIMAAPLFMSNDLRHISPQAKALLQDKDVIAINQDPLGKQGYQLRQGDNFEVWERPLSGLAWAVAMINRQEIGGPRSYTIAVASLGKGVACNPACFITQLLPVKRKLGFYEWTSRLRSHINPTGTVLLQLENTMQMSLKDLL
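Human spleen homogenate (1 ug) as enzyme source, 4-methylumbelliferyl-alpha-D-galactopyranoside 1 mM final, citrate/phosphate pH 5.0 with 0.01% Tween-20. Compounds 40 min at 37C, NaOH/glycine stop; fluorescence Ex 365/Em 440, Hill-fit AC50.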
LMNA splice mod = qHTS Assay for Modulators of Lamin A Splicing | HeLa LMNA splicing GFP/RFP minigene ratio, 48 h | Potency, µM (doses to about 46.1 µM), for inactives: at the top dose ratio change, negative = inhibition, hits mostly inhibitors | actives 0.01% (n = 200,000) | AID 1487, 2009; active = well fitted inhibition curve with a large enough effect in the signal ratio, with a control signal flat, not every such curve was filed as active; inconclusive = small, poorly fitted or top-dose-only effect, or effect the other way, or a change in a side signal; the % refers to the signal ratio; also: potency is read from the fitted curve at half-maximal effect; % is scaled to controls: 0 for no effect and ±100 for the full control effect
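S3 HeLa stable clones carrying a lamin A-EGFP splicing minigene plus DsRed2 were seeded at 600 cells/well in Opti-MEM with 2% FBS, pin-dosed and incubated 48 h at 37°C. Acumen cytometry (488 nm) gave the GFP/RFP total-intensity ratio.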
Starred values were filed as active, the others as inactive; u = inconclusive; x = no result given; & = joins results of further samples; [ ] = dose if it differs, or a comment. Unless noted, calls follow the shape of the dose curve; as a rule, active = well fitted curve in the direction sought with a large enough effect; inconclusive = small, poorly fitted or top-dose-only effect, or another doubt; inactive = no such curve, though single readings can be large; an effect the other way counts as inactive or inconclusive.

Molecule | KinaseGlo FLuc | Epigenetic derep | LMNA splice mod | NPSR antag | GLA spleen mod | CBFb RUNX1 block | IMPase Li cell
COc1ccc(/C=N/NC(=O)c2nc(Cl)c(Cl)c(N)c2Cl)cc1COc1ccccc1F | -3.0% | 9.7% | 0.9% | -3.1%[46.1 µM] | 29.9% | -1.6% | -1.4%[38.3 µM]
CCOc1ccccc1N1CCN(C(=O)c2c(C)noc2C)CC1 | 1.1% | -1.1% | 10.9% | 10.7%[46.1 µM] | 1.8% | 4.2% | 2.6%[38.3 µM]
Cc1nc(SCC(=O)c2c[nH]c3ccccc23)n[nH]1 | -1.0% | 0.9% | 3.2% | 5.0%[46.1 µM] | -3.0% | 10.1% | -5.1%[38.3 µM]
O=C(NC(=S)N1CCN(c2ccccn2)CC1)c1ccco1 | -0.3% | -1.4% | x | 11.3% | -5.5% | 2.1% | 7.9%
CCC(CCC(=O)Nc1ccc(S(N)(=O)=O)cc1)C(=O)O (centres undefined) | 4.1% | 2.6% | -6.4% | 2.9%[46.1 µM] | 5.9% | 4.7% | 2.6%[38.3 µM]
Cc1ccc(-c2[nH]ncc2/C=C(\C#N)C(=O)NC2CCCCC2)cc1 | 0.9% | 2.9% | u | u | 7.8% | 4.6% | 13.8%[38.3 µM]
COc1ccc(N2CCN(C(=O)c3ccc4c(=O)n(CC5CCCO5)c(=O)[nH]c4c3)CC2)cc1 (centres undefined) | -1.8% | 1.9% | -2.6% | -13.4%[46.1 µM] | 5.1% | 1.0% | 4.5%[38.3 µM]
O=c1c(-c2ccco2)[n+]([O-])c2ccccc2n1OCc1ccccn1 | -1.0% | 1.0% | 9.7% | -13.1%[46.1 µM] | 0.5% | 3.4% | 29.1%[38.3 µM]
COc1ccc(Br)cc1CN(C)CC(=O)Nc1c(Cl)ccc(C)c1Cl | x | 0.0% | u | -19.8%[46.1 µM] | 2.5% | -5.0% | x
Cc1ccc(C(=O)N/C(=C\c2ccccc2)C(=O)NCc2cccnc2)cc1 | -0.6% | 0.0% | x | -8.1% | -1.6% | 0.0% | 8.3%
Cc1ccc(N2CCN(C(=O)c3ccccc3NC(=O)c3ccccc3C(=O)O)CC2)cc1 | -0.4% | -0.2% | -1.8% | 7.9% | -5.2% | 0.5% | -0.4%
CCO[C@H]1OC(C(=O)N2CCN(Cc3ccc4c(c3)OCO4)CC2)=C[C@@H](c2ccc(Br)cc2)[C@@H]1CCCO | x | -1.5% | x | u | 7.9% | 3.3% | 14.1%
CC(=O)NC(NC(=S)Nc1ccc(N=Nc2ccccc2C)cc1C)C(Cl)(Cl)Cl (centres undefined) | -5.8% | 2.4% | u | -15.3%[46.1 µM] | -5.3% | -21.5% | 6.6%[38.3 µM]
Cn1c(=O)[nH]c(=O)c2c1nc(Sc1ncccn1)n2CCCc1ccccc1 | -1.8% | -0.7% | -2.6% | -14.5%[46.1 µM] | -6.5% | 4.1% | -4.8%[38.3 µM]
CC1=C(C(=O)N(C)CCC#N)C2(CCCCC2)OC1=O | 0.8% | 0.5% | -5.8% | -3.5%[46.1 µM] | 3.7% | 1.8% | -2.3%[38.3 µM]

Single records (already shown).
Results for Cc1ccc(C(=O)N/C(=C\c2ccccc2)C(=O)NCc2cccnc2)cc1 : KinaseGlo FLuc = -0.6%; Epigenetic derep = 0.0%; LMNA splice mod = x; NPSR antag = -8.1%; GLA spleen mod = -1.6%; CBFb RUNX1 block = 0.0%; IMPase Li cell = 8.3%
Results for Cc1ccc(N2CCN(C(=O)c3ccccc3NC(=O)c3ccccc3C(=O)O)CC2)cc1 : KinaseGlo FLuc = -0.4%; Epigenetic derep = -0.2%; LMNA splice mod = -1.8%; NPSR antag = 7.9%; GLA spleen mod = -5.2%; CBFb RUNX1 block = 0.5%; IMPase Li cell = -0.4%

More compounds:
Molecule | KinaseGlo FLuc | Epigenetic derep | LMNA splice mod | NPSR antag | GLA spleen mod | CBFb RUNX1 block | IMPase Li cell
CCOC(=O)c1ccc(NCc2nc3ccccc3n2C)cc1 | x | 4.1% | -6.1% | -11.1%[46.1 µM] | 9.8% | 2.4% | x
COc1ccc(C(=O)NNC(=O)CSc2nnc(C)n2CC2CCCO2)cc1 (centres undefined) | -2.3% | -12.1% | -2.5%[46 µM] | -11.1% | 5.5% | 3.1% | 6.0%
O=C(Nc1nc(-c2ccccn2)cs1)c1ccc([N+](=O)[O-])o1 | x | -1.5% | x | 59.4% | 2.1% | x | x
Cc1nc2scc(-c3ccc(C(C)C)cc3)c2c(=O)n1N | 0.3% | 0.9% | x | 7.8% | -2.0% | 6.2% | 0.1%
CCOC(=O)c1c(C)n(C)c2c(C)cc(O)c(OC(=O)CC)c12 | 12.6% | 0.3% | -1.4% | 1.1%[46.1 µM] | 2.8% | 1.7% | 5.9%[38.3 µM]
CCN(CC)c1ccc(/C=N/NC(=O)c2c[nH]c3ccccc23)cc1 | -5.3% | -0.9% | 7.2% | -50.0% | 0.2% | -8.2% | -2.4%
O=C(CN1C(=O)COc2ccccc21)NCCCN1CCc2ccccc2C1 | -2.2% | -1.1% | 9.9% | 14.3%[46.1 µM] | 5.9% | 5.1% | 22.7%[38.3 µM]
C[C@@]12C(=O)OC(=O)[C@@]1(C)[C@@H]1CC[C@@H]2O1 | -0.3% | 2.6% | x | x | 0.1% | 3.3%[21.7 µM] | 13.2%
O=C(COC(=O)Cc1cn2ccsc2n1)NCc1ccc2c(c1)OCO2 | -0.1% | 0.7% | -3.1% | 5.7%[46.1 µM] | -12.8% | -9.0% | -1.9%[38.3 µM]
O=C(/C=C/c1ccc2c(c1)OCCO2)c1ccccc1 | x | 0.1% | x | -10.4% | -5.0% | -0.2% | x
Cn1nc(C(=O)NNc2c(F)c(F)cc(F)c2F)c2ccccc2c1=O | 1.4% | -1.7% | u | 8.7% | 1.9% | 9.9% | 9.4%
CC1c2[nH]c3ccccc3c2CCN1S(C)(=O)=O (centres undefined) | 5.2% | -0.2% | -0.1% | 14.3%[46.1 µM] | 1.2% | -6.1% | 16.8%[38.3 µM]
CC(=O)Nc1cccc(NC(=O)c2cc(C)on2)c1 | -1.5% | 1.2% | -6.7% | 14.5%[46.1 µM] | -5.6% | 9.0% | 1.6%
c1ccc(SCCCCNC2CCCC2)cc1 | 1.2% | -1.6% | -5.2% | -33.8% | -0.7% | 15.5% | 8.9%
CC1CN(S(=O)(=O)N(C)C)CCN1S(=O)(=O)N(C)C (centres undefined) | 4.1% | -0.2% | 11.6% | -0.7%[46.1 µM] | 5.0% | 4.1% | 24.7%[38.3 µM]
COc1ccccc1CNC(=O)COC(=O)c1ccc(S(=O)(=O)N2CCCC2)cc1 | 0.2% | -3.0% | u | -17.5%[46.1 µM] | 2.4% | -7.3% | u
CC1(C)CC(CCNC(=O)CCl)(c2ccccc2)CCO1 (centres undefined) | x | 1.1% | x | 7.4% | 3.9% | 6.1% | x
Cc1ccccc1/C=C/c1nc2ccccc2c(=O)[nH]1 | x | -1.6% | x | u | -0.3% | 5.8% | x
CC(C)NC(=O)c1ccccc1NC(=O)CCS(=O)(=O)Cc1ccccc1 | 0.2% | -11.1% | -7.7% | -7.9%[46.1 µM] | 4.5% | 6.2% | 12.6%[38.3 µM]
CNC(=O)COc1ccc(S(=O)(=O)Nc2ccc(C)cc2)cc1 | x | -1.0% | x | 8.7% | -2.8% | 3.8% | x
O=C(COC(=O)c1ccccc1C(=O)c1ccc(Cl)c([N+](=O)[O-])c1)NC1CC1 | -3.0% | 1.1% | -15.3%[9.22 µM] | u | -1.6% | -9.2% | 14.6%
COc1ccc2nc(NC(=O)C3CCN(S(=O)(=O)c4cccs4)CC3)sc2c1 | 18.7% | -0.1% | u | -4.2%[46.1 µM] | -1.6% | -2.0% | 16.1%[38.3 µM]
C[C@@H](C(=O)Cc1ccc2ccccc2c1)[C@@H]1C[C@@]1(C)[C@@H](NP(=O)(c1ccccc1)c1ccccc1)c1ccccc1 | -1.4% | 6.0% | x | x | -7.3% | -9.5% | -7.1%
CCN(CC)S(=O)(=O)c1ccc(N/N=C/c2cc(OC)ccc2O)nc1 | 1.7% | -1.2% | u | -27.0% | 1.6% | u | 5.1%
COc1cc(CNC2CCCC2)cc(Br)c1OCC(=O)Nc1ccccc1C | -2.3% | 1.1% | -11.0%[46 µM] | -26.4% | 0.2% | 1.8% | -2.3%
Cc1ccc(S(=O)(=O)NC2c3cccc4cccc(c34)C2Sc2ncccn2)cc1 (centres undefined) | 1.6% | -3.0% | 13.2% | -21.4% | -4.6% | -1.4% | 4.5%
CCOc1ccc(C(=O)/C=C/c2ccc(OC)c(OC)c2)cc1 | -0.5% | 1.1% | u | -10.8% | 4.7% | -0.9% | 7.4%
Cc1cccc(NC(=O)Nc2ccc(C)c(C)c2)n1 | -4.2% | 3.1%&-0.4% | 4.3% | -17.0%[46.1 µM] | -5.3% | 1.1% | 19.2%[38.3 µM]
O=C(Nc1ccccc1)c1csc(-c2ccccc2)n1 | 0.2% | -0.9% | x | -38.6% | 11.2% | 13.7% | 2.0%
Cc1cccc(OCC(=O)NCC(=O)N/N=C/c2cccnc2)c1 | x | 0.3% | x | 56.0% | 11.6% | -0.7% | x
CCOc1ccc2c(C)nc(NC3=NC(C)(C)C=C(C)N3)nc2c1 | 3.5% | -0.9% | u | -16.3%[46.1 µM] | -0.4% | 0.6% | 21.6%
CN(C)CCNC(=S)Nc1ccc(Cl)cc1 | 0.7% | -3.4% | u | 8.7%[46.1 µM] | 4.7% | 0.5% | 1.6%
Cc1ccc(-n2cccc2/C=C2\C(=N)N3N=C(C(C)C)SC3=NC2=O)cc1 | 2.6% | -0.8% | 17.4%[9.22 µM] | -45.2% | -0.3% | -10.6% | 4.2%
CC(C)Cn1c(CN2CCN(c3ccccc3F)CC2)nc2c1c(=O)[nH]c(=O)n2C | 0.4% | -1.1% | -8.9% | -16.2%[46.1 µM] | 3.5% | 4.1% | -2.5%
Cc1ccn2c(-c3csc(NCc4ccco4)n3)c(C)nc2c1 | -3.6% | -0.8% | u | u | 7.4% | -2.1% | 3.4%[38.3 µM]

Source: PubChem (National Center for Advancing Translational Sciences (NCATS))

A portion of the library. The share of hits here may be higher or lower than overall.
